Bioassay records (PubChem)
KCNQ1 block: blocks the human KCNQ1 potassium channel | B-score at 10 µM | CHO-K1 KCNQ1, FluxOR thallium flux fluorescence; hits give high values | hit rate 1.3% among 310,000 | P51787;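 active = compounds whose thallium flux B-score, printed positive for inhibition, exceeds three library SD while starting fluorescence stays within three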;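 note: channel opened by potassium depolarization with thallium stimulus after 20 min compound exposure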
Target sequence (P51787 whole entry, looked up): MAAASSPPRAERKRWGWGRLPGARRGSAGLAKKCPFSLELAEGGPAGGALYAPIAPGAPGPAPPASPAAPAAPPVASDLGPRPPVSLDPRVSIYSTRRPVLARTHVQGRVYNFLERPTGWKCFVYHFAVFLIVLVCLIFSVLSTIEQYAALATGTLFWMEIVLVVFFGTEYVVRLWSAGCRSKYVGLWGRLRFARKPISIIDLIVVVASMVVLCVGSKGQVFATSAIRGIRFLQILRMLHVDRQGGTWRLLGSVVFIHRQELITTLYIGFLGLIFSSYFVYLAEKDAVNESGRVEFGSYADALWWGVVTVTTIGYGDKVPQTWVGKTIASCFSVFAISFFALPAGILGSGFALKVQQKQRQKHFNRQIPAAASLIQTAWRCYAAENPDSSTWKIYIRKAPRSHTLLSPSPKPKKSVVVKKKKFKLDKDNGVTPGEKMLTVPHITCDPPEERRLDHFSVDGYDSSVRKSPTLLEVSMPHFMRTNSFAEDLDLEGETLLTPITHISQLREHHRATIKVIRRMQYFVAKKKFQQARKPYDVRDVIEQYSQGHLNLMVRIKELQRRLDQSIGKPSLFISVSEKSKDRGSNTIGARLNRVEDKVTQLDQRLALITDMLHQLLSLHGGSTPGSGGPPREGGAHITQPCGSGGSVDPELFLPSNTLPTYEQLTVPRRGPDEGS
KCNK9 inh: human KCNK9 channel inhibition; HEK293 KCNK9, FluxOR thallium flux fluorescence; hits give low values; B-score at 10 µM; hit rate 1.2% among 310,000; AID 488922;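 active = ratio B-score over 3 SD below the library mean, with starting fluorescence within 5 SD of its mean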;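 note: negative B-score means less thallium flux so channel inhibition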
Target sequence (Q9NPC2 whole entry, looked up): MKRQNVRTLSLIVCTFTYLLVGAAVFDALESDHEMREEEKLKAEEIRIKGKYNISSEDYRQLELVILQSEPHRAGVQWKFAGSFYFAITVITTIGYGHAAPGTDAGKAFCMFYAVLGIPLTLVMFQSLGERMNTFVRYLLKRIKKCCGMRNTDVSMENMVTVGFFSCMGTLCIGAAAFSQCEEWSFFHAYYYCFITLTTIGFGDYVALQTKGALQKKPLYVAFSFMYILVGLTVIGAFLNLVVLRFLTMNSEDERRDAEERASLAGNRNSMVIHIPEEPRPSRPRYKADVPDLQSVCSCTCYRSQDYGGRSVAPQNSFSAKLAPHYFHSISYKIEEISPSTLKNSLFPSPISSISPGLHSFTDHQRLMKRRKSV
TRPC4 potent: allosteric potentiators of mouse TRPC4 channel. Q9QUQ5. HEK293 TRPC4beta/mu-opioid, DAMGO EC20, Fluo-4 Ca2+ flux; hits give high values. hit rate 0.42% among 310,000. B-score at 10 µM. AID 2227;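 active = B-score of calcium response area above 5 SD of library B-scores, with initial fluorescence ratio within 5 SD of library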;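 note: B-score of integrated fluorescence ratio over time as area under calcium response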
TRPC4 block: inhibitors of mouse TRPC4 channel | AID 2247 | hit rate 0.39% among 300,000 | B-score at 10 µM | HEK293 TRPC4beta/mu-opioid, DAMGO-evoked Fluo4 calcium flux; hits give low values | Q9QUQ5;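 active = B-score over 3 SD under the library average, no early fluorescence shift, positive overall ratio signal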
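test system = HEK293 cells with stable TRPC4beta plus mu-opioid receptor expression | detection = Fluo4 Ca2+ flux fluorescence | read-out = integrated fluorescence ratio relative to baseline, converted to per-well B score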
PolyA inh: yeast polyadenylation inhibition; hit rate 0.02% among 300,000; calls only at 12 µM; S. cerevisiae SKY197-pL101 polyadenylation reporter, beta-gal luminescence; efflux-impaired pdr1/pdr3 knockout yeast; score 100 = 6 SD above DMSO;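 active = lowest replicate activity score at least 50, where 100 means six control SD above control mean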;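 note: yeast exposed to compound for 9 h at 30 °C; higher score means more reporter readthrough which indicates perturbed polyadenylation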
KCNQ1 act: potentiators or activators of human KCNQ1 potassium channel | P51787 | CHO-K1 KCNQ1, thallium flux FluxOR fluorescence; hits give high values | B-score at 10 µM | hit rate 0.35% among 310,000;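 active = fluorescence ratio B-score, a plate-corrected score, at least three library SD, with initial intensity B-score within 5 SD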
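Assay system: CHO-K1 cells stably expressing KCNQ1. Medium: assay buffer for compound exposure, DMSO matched across wells. Timing: 37 °C overnight plating, 90-min dark dye load, 20-min compound pretreatment. Signal: kinetic FluxOR fluorescence, 10 s baseline plus 110 s post-stimulus.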
KCNK3 inh: human KCNK3 channel inhibition, primary screen. O14649. CHO-KCNK3 thallium flux, FluxOR fluorescence; hits give low values. B-score at 10 µM. hit rate 0.84% among 340,000;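 active = B-score under library mean minus 4 SD, starting fluorescence ratio at most library mean plus 5 SD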;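 note: more negative B-score means stronger inhibition of thallium flux through KCNK3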
hERG rescue: compounds protecting human hERG from proarrhythmic drug block. Q12809. CHO-hERG, FluxOR thallium flux, dofetilide IC70 present. activation (rescue from dofetilide block), less the hit threshold, % at 10 µM. hit rate 0.51% among 310,000. AID 1511;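 active = activation above the mean of controls blocked by dofetilide plus 5 SD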;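 note: thallium influx through hERG after potassium depolarization seen as dye fluorescence rise; in these data hits start at about 4.7%; inactives centre near -7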
TRPC4 agonist: TRPC4 (mouse) channel activation | hit rate 0.49% among 310,000 | B-score at 10 µM | HEK293 TRPC4beta/mu-opioid, Fluo4 calcium fluorescence; hits give high values | Q9QUQ5 | AID 2237;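 active = B-score above 5 SD of library B-scores, and initial fluorescence ratio not above library mean plus 5 SD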;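 note: positive B-score marks a calcium rise read as TRPC4 activation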
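Material: TRPC4beta and mu-opioid receptor HEK293 stable cells | Incubation: 45 min room-temperature Fluo4 loading, 110 s read | Detection: Kinetic Fluo4 calcium fluorescence | Measure: Integrated baseline-normalised fluorescence ratio, converted to per-well B score | Benchmarks: Low control buffer alone, high control maximal DAMGO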
Platelet DG rel: modulates dense granule release in human platelets | human platelet-rich plasma, SFLLRN dense granule ATP release, luminescence | inhibition, %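 (compounds screened at 7.5 µM in platelet-rich plasma)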 | hit rate 0.22% among 300,000 | AID 1663;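 active = mean replicate score, as percent of positive control, at or above 50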
Dyrk1A ADPGlo: blocks rat Dyrk1A kinase activity | AID 504441 | hit rate 0.43% among 310,000 | ADP-Glo luminescence, NFATc1 peptide | inhibition, % at 12.5 µM | Q63470; in the data active = inhibition above about 50%;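 note: plate controls were vehicle with enzyme for no effect and no enzyme for full effect; many of its hits are not listed in these tables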
* hit, by the source's call; i = inactive; nt = not tested or not shown. A portion of the library. The share of hits here may be higher or lower than overall.

SMILES	KCNQ1 block	KCNK9 inh	TRPC4 potent	TRPC4 block	PolyA inh	KCNQ1 act	KCNK3 inh	hERG rescue	TRPC4 agonist	Platelet DG rel	Dyrk1A ADPGlo
CC(=O)Nc1cc2c3c(c1)CC(=O)N3CCC2	i	i	i	i	i	i	i	-5.1	i	-1.7	2.2
O=C(CSc1cccc[n+]1[O-])c1ccc(Cl)s1	i	i	i	i	i	i	i	-3.5	i	-5.5	nt
Cc1nc(=O)c(-c2ccccc2)c(C)n1-c1ccc(C(=O)O)cc1	i	i	i	i	i	i	i	-1.5	i	7.5	7.6
COc1ccccc1CCNC(=O)c1cnn2c(C(F)F)cc(C)nc12	i	i	i	i	i	i	i	-12.8	i	8.9	8.5
COc1ccc(N(CC(=O)NCCSc2ccccn2)S(=O)(=O)c2ccc(C)cc2)cc1OC	i	i	i	i	i	i	i	-7.8	i	1.7	-1.9
Cn1cccc1CC(=O)NNC(=O)Nc1ccc(Cl)cc1	i	i	i	i	i	i	i	2.2	i	-7.2	4.6
CCCCOP(=O)(c1ccc(N(C)C)cc1)C(O)c1cc(OC)ccc1OC (stereo unspecified)	i	i	i	i	i	i	i	-8.8	i	3.6	-3.5
COC(=O)CN1C(=O)[C@H]2[C@@H](c3ccc(C)o3)N3C(=O)CN(CC4CC4)C(=O)[C@@]3(C)[C@H]2C1=O	i	i	i	i	i	i	i	-4.0	i	9.0	-8.6
Cn1c(NC(=O)c2cccc(C(F)(F)F)c2)cc(=O)n(C)c1=O	i	i	i	i	i	i	i	-3.5	i	-14.5	-0.1
O=C(O)CCC(=O)Nc1ccc(/C=C/C(=O)C2CC2)cc1	i	i	i	i	i	i	i	-5.5	i	0.5	2.5
CN(CC1CCCN(CCc2cccc(C(F)(F)F)c2)C1)C(=O)c1cc2ccccc2o1 (stereo unspecified)	i	i	i	-8*	i	i	i	-20.9	i	-6.7	-2.9
Cc1cc(S(=O)(=O)NCc2ccccc2)ccc1OCC(=O)Nc1cccc([N+](=O)[O-])c1	i	i	i	i	i	i	i	-4.8	i	5.7	-3.8
O=C(COc1ccc(S(=O)(=O)N2CCCC2)cc1)NCc1cccnc1	i	i	i	i	i	i	i	-12.0	i	-1.5	-3.8
Cc1coc2c(C)c3oc(=O)c(CCC(=O)NCCCn4ccnc4)c(C)c3cc12	i	i	i	i	i	i	i	-5.2	i	0.1	-1.8
Cc1ccc(C(=O)NNC(=O)CSc2nnc3c(n2)[nH]c2ccc(F)cc23)cc1	i	i	i	i	i	i	i	-18.0	i	-5.8	-7.1
Cc1ccc(NS(=O)(=O)c2cc(Br)cnc2N)c(Cl)c1	i	i	i	i	i	i	i	-4.3	i	3.1	-4.6
COc1ccc(S(=O)(=O)N2CCOC2CNC(=O)C(=O)NCc2ccncc2)cc1 (stereo unspecified)	i	i	i	i	i	i	i	-7.5	i	-27.5	-1.4
O=C(COC(=O)CCN1C(=O)c2cccc([N+](=O)[O-])c2C1=O)NC1CCS(=O)(=O)C1 (stereo unspecified)	i	i	i	i	i	i	i	-3.2	i	4.9	3.1
COc1ccc(-c2c(C#N)c(N)n(N)c(=O)c2C#N)cc1Cl	i	i	i	i	i	i	i	-3.3	i	2.0	20.1
COc1ccc(S(=O)(=O)c2ccc(O)cc2)cc1	i	i	i	i	i	i	i	-10.8	i	-1.6	-5.7
O=C(NCc1ccco1)C12CN(Cc3ccccc3)CC1C(c1cccc([N+](=O)[O-])c1)=NO2 (stereo unspecified)	i	i	i	i	i	i	i	-11.2	i	-11.3	4.5
COc1cccc(-n2cnc3sc(C)c(C)c3c2=O)c1	i	i	i	i	i	i	i	-7.2	i	8.3	3.1
Cc1ccc(N2CC(=O)Nc3c(oc4nc(-c5ccccc5)cc(C)c34)C2=O)cc1	i	i	i	i	i	i	i	-11.1	i	-5.6	-2.1
CCOC(=O)C1=C(C)Nc2nc(SCc3cccnc3)nn2C1c1ccc(OC)cc1 (stereo unspecified)	i	i	i	i	i	i	i	-7.6	i	5.5	14.2
O=C(CSc1nnc(-c2ccccc2)o1)NCC1CCCCC1	i	i	i	i	i	i	i	-11.8	i	-15.7	1.3
Cn1c(=O)c2c(SCC(=O)Nc3cccc(F)c3)nc(-c3ccco3)nc2n(C)c1=O	i	i	i	i	i	i	i	-11.0	i	-1.0	-8.8
COc1ccccc1NC(=O)C1CCCCN1S(=O)(=O)c1ccc(F)cc1 (stereo unspecified)	i	i	i	i	i	i	i	-4.9	i	-2.2	5.2
CC(CCc1ccccc1)NC(=O)CN1CCOc2ccccc21 (stereo unspecified)	i	i	i	i	i	i	i	-6.4	i	5.6	7.1
CN(C)CCNc1ccc(Cl)cc1[N+](=O)[O-]	i	i	21*	i	i	i	i	-3.3	i	-12.0	0.8
N=C1C(c2ccccc2)=C(O)CN1c1cccc(S(N)(=O)=O)c1	i	i	i	i	i	i	i	-12.5	i	10.5	1.8
CC(=O)c1cc(C(c2csc(C(C)=O)c2)c2csc(C(C)=O)c2)cs1	i	i	i	i	i	i	i	-12.2	i	-1.1	-1.6
O=C(CCc1nc(-c2ccccc2F)no1)Nc1ccc(Oc2ccccc2)cc1	i	i	i	i	i	i	i	-5.6	i	-1.7	-1.7
N#Cc1ccc(NC(=O)Cn2cnc(S(=O)(=O)N3CCc4ccccc43)c2)cc1	i	i	i	i	i	i	i	-9.5	i	-2.8	6.2
C=CCn1c(SCC(=O)Nc2ccc3c(c2)OCCO3)nnc1-c1ccccn1	i	i	i	i	i	i	i	-6.0	i	1.7	-0.2
COc1ccc(C2=NCC(CSc3nnnn3C)S2)cc1 (stereo unspecified)	i	i	i	i	i	i	i	-7.2	i	nt	3.9
CCCCN1c2cc(C)c(O)cc2C(C(=O)OCC)C1C (stereo unspecified)	i	i	i	i	i	i	nt	-12.3	i	-0.1	nt
CC1C(=O)CC(c2ccc([N+](=O)[O-])cc2)NC1c1ccc([N+](=O)[O-])cc1 (stereo unspecified)	i	i	i	i	i	i	i	-10.3	i	-4.0	nt
CCSc1ccccc1C(=O)NCc1ccc(S(N)(=O)=O)cc1	i	i	i	i	i	i	i	-7.6	i	0.4	-19.0
N#Cc1c(F)cccc1NCc1cccnc1	i	i	i	i	i	i	i	-5.8	i	-8.7	5.3
O=c1[nH]c2cc3c(cc2cc1C(c1nnnn1CC1CCCO1)N1CCCCCC1)OCO3 (stereo unspecified)	i	i	i	nt	i	i	nt	-11.7	i	4.7	nt
CC(=O)N(c1ccccc1)C(C)c1nc(C#N)c(C#N)nc1C (stereo unspecified)	i	i	i	i	i	i	i	-3.8	i	10.2	-11.4
O=C(O)CCCC(=O)Nc1ccccc1C(=O)O	i	i	i	i	i	i	i	-6.9	i	0.5	-3.2
COc1ccccc1CN1CC(C(=O)NCCc2ccccc2Cl)CCC1=O (stereo unspecified)	i	i	i	i	i	i	i	-5.2	i	1.7	-4.6
Cc1cc(C(=O)Nc2ccccc2C(F)(F)F)no1	i	i	i	i	i	i	i	-9.0	i	-44.7	27.1
O=C(N/N=C/c1ccc(OC(F)F)cc1)c1cccc(S(=O)(=O)N2CCOCC2)c1	i	i	i	i	i	i	i	-3.3	i	1.1	-4.7
Cc1ccc(N2C(=O)C(CN3CCOCC3)C2c2ccccc2)cc1 (stereo unspecified)	i	i	i	i	i	i	i	-7.5	i	1.6	2.5
Cc1oc(-c2ccccc2Cl)nc1CSc1nc2c(c(=O)[nH]1)CCC2	i	i	i	i	i	i	i	-7.9	i	-28.0	-1.3
COc1ccc(NC(=O)C2CCCN(S(=O)(=O)c3cccs3)C2)cc1OC (stereo unspecified)	i	i	i	i	i	i	i	-11.2	i	-4.2	-10.8
O=C(Nc1ccc(F)cc1F)c1ccc(-n2cncn2)nc1	i	i	i	i	i	i	i	-7.2	i	-6.6	-4.2
CCn1c(=O)cc(C(F)(F)F)[nH]c1=S	i	i	i	i	i	i	i	-1.9	i	-0.8	nt
Cc1ccc(NC(=O)C(=O)Nc2ccc(C)cn2)nc1	i	i	i	i	i	i	i	-5.0	i	-1.5	-3.2
O=c1[nH]nc(SCc2nnc(-c3ccc([N+](=O)[O-])cc3)o2)n1C1CCCCC1	i	i	i	i	i	i	i	-11.5	i	-3.6	-5.1
COCCNC(=O)CN(c1cccc(OC)c1)S(=O)(=O)c1ccc(C)cc1	i	i	i	i	i	i	i	-9.9	i	4.1	-4.1
CCN1CCN(C(=O)CCCn2c(C)c3cnn(-c4ccccc4)c(=O)c3c2C)CC1	i	i	i	i	i	i	i	-10.4	i	2.3	1.3
Cc1ccccc1C(=O)NC(=S)NCCC1=CCCCC1	i	i	i	i	i	i	i	-7.8	i	-4.0	3.2
O=C1CCCCC(=O)c2ccccc2N1	i	i	i	i	i	i	i	-10.5	i	0.1	-2.2
O=C(CN(Cc1ccco1)S(=O)(=O)c1cccs1)Nc1ccccc1C(F)(F)F	i	i	i	i	i	i	i	-10.7	i	14.4	4.1
O=C1C(=O)N(CCS(=O)(=O)c2ccccc2)c2ccc(F)cc21	i	i	i	i	i	i	i	-10.9	i	-7.2	nt
Cc1ccc(N(CC(O)CN2CCCCC2)S(=O)(=O)c2ccccc2[N+](=O)[O-])cc1 (stereo unspecified)	i	i	i	i	i	i	i	-1.5	i	-0.2	6.7
CCCCCC1CC(CC/C(C)=N/NC(N)=O)C(=O)O1 (stereo unspecified)	i	i	i	i	i	i	i	-3.2	i	-2.5	nt

Continued, starting with the last 2 of the part before.
SMILES	KCNQ1 block	KCNK9 inh	TRPC4 potent	TRPC4 block	PolyA inh	KCNQ1 act	KCNK3 inh	hERG rescue	TRPC4 agonist	Platelet DG rel	Dyrk1A ADPGlo
Cc1ccc(N(CC(O)CN2CCCCC2)S(=O)(=O)c2ccccc2[N+](=O)[O-])cc1 (stereo unspecified)	i	i	i	i	i	i	i	-1.5	i	-0.2	6.7
CCCCCC1CC(CC/C(C)=N/NC(N)=O)C(=O)O1 (stereo unspecified)	i	i	i	i	i	i	i	-3.2	i	-2.5	nt
COC(=O)Cn1cnc2c(nnn2Cc2ccc(Cl)cc2)c1=O	i	i	i	i	i	i	i	-13.9	i	2.7	1.4
Cc1ccc(-c2nc(N)sc2CC(=O)OCC(=O)NCC2CCCO2)cc1 (stereo unspecified)	i	i	i	i	i	i	i	-7.7	i	5.9	-6.2
CC1=C(C(=O)OC(C)C)C(c2cccs2)C(C(=O)OC(C)C)=C(C)N1	i	i	i	i	i	i	i	-4.9	i	-7.7	4.0
CCn1c(=O)n(CC)c2cc(N3CCCC3)c(NC(=O)c3ccccc3C)cc21	i	i	i	i	i	i	i	-11.5	i	6.2	5.0
